HRas wt GTP bind: modulators of GTP binding to HRas wildtype, primary screen, biochemical, bead-based flow cytometry, multiplex. GTPase HRas (Homo sapiens), P01112. GST-Ras wt beads, Bodipy-FL-GTP binding; actives lie on both sides. GTP binding activity, % at 10 µM. 0.14% of 190,000 active;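 active = GTP binding activity at least 20% away from the 100% baseline, either lowered as inhibitor or raised as activator; inconclusive = flagged as likely green fluorescent, judged across all proteins in the well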;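 also: 0% = unlabeled GTP competition control and 100% = no-compound control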
Target sequence (P01112 whole entry, looked up): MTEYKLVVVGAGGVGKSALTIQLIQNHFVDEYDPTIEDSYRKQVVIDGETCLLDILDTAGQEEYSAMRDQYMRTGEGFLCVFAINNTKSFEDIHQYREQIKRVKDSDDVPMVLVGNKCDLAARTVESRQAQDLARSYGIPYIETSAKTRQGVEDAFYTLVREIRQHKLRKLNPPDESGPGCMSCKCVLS
Rab2 wt GTP: modulators of GTP binding to Rab2A wildtype, primary screen, biochemical, dog, bead-based flow cytometry, multiplex; GTP binding activity, % at 10 µM; 0.19% of 190,000 active; AID 760, 2007; GST-Rab2 wt beads, Bodipy-GTP binding; Ras-related protein Rab-2A (Canis lupus familiaris), P61105;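 active = GTP binding activity at least 20 points away from 100%, either lowered or raised; inconclusive = signal likely due to the compound's own green fluorescence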;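 also: 0% = beads with excess unlabeled GTP and 100% = no-compound control corrected for plate trend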
Cdc42 wt: modulators of GTP binding to wildtype Cdc42, primary screen, biochemical, multiplex bead flow cytometry, Bodipy-GTP; Cell division control protein 42 homolog (Homo sapiens), P60953; GST-Cdc42 beads; actives lie on both sides; percent activity (GTP binding), % at 10 µM; 0.2% of 190,000 active; AID 761, 2007;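 active = percent activity GTP binding at least 20 points away from the 100% baseline, either down as inhibitor or up as activator; inconclusive = compound flagged as likely green fluorescent from well-wide comparison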;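 also: median bead fluorescence of bound Bodipy-FL-GTP at 100 nM; 0% = excess unlabeled GTP control and 100% = no compound control; below 100% means less GTP binding so inhibitor and above means activator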
Target sequence (P60953 whole entry, looked up): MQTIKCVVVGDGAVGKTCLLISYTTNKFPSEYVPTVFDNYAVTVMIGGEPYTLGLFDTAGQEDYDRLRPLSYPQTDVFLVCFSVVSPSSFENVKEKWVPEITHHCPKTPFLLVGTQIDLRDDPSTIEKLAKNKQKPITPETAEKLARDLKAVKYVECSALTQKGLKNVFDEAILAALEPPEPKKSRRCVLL
Rac1 wt modul: wildtype Rac1 GTP binding modulators, primary screen, biochemical, GST-Rac1 beads, flow cytometry, multiplex; Ras-related C3 botulinum toxin substrate 1 (Homo sapiens), P63000; fluorescent GTP binding; actives lie on both sides; 0 = cold GTP competed, 100 = untreated; GTP binding activity (% of control), % at 10 µM; 0.27% of 190,000 active; AID 757, 2007;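 active = GTP binding activity at least 20 points away from the 100% control level, either lower or higher; inconclusive = compound flagged as likely green fluorescent, judged across all proteins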
Mcl1-Noxa inh: Mcl-1/Noxa binding inhibitors, primary screen, biochemical, TR-FRET, 1536-well | inhibition, % at 21.7 µM | TR-FRET Mcl-1/Noxa peptide binding, 2 h | Induced myeloid leukemia cell differentiation protein Mcl-1 (Homo sapiens), Q07820 | 1.5% of 220,000 active;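 active = compounds that cut the protein-peptide binding signal by more than 50% relative to plate controls in a single-dose test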;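 also: His-tagged Mcl-1 with rhodamine Noxa BH3 peptide and terbium anti-His antibody; 0% = Mcl-1 plus Noxa peptide wells and 100% = peptide-only wells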
Target sequence (Q07820 whole entry, looked up): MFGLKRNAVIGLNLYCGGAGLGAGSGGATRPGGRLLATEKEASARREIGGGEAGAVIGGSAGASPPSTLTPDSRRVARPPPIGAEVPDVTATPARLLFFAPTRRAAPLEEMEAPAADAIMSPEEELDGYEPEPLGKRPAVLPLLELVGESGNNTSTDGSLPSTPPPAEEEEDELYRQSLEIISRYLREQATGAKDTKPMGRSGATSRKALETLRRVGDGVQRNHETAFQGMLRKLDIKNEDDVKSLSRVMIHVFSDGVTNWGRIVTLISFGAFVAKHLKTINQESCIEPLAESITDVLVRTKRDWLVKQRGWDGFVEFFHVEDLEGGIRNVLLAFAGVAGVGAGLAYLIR
Rab7 wt GTP bind: modulators of GTP binding to Rab7, primary screen, biochemical, wildtype, multiplex bead flow cytometry; Rab7 GTPase wild type (dog), Bodipy-FL-GTP binding; GST-Rab7 beads, fluorescent GTP binding; actives lie on both sides; untreated = 100%, excess cold GTP = 0%; GTP binding activity (percent of control), % at 10 µM; 0.055% of 190,000 active; AID 758, 2007;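 active = fluorescent GTP binding to Rab7 beads changed by at least 20 points from the 100% baseline, either direction, mostly lower; inconclusive = compound itself probably fluorescent, or too few beads counted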;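 also: median green fluorescence of bound Bodipy-FL-GTP per Rab7 bead population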
Mcl-1 Bim block: inhibitors of Bim peptide binding to Mcl-1, primary screen, biochemical, bead-based flow cytometry, multiplex; Induced myeloid leukemia cell differentiation protein Mcl-1 (Homo sapiens), Q07820; Bim peptide-Mcl-1 binding; inhibition, % at 10 µM; 0.1% of 190,000 active; AID 1009, 2008; in the data active = inhibition above about 40%;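 also: 0% = no compound tracer wells and 100% = peptide blocker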
Pf gametocyte: late stage P. falciparum gametocyte viability inhibitors, primary screen, ATP luminescence, HTS. 0.065% of 150,000 active. inhibition, % at 10.9 µM. AID 743093, 2013. P. falciparum stage V gametocytes, 24 h;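 active = inhibition above the mean plus 3 SD of compounds within the control limits, set per campaign, cut at about 38% in these data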;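 also: 0% = DMSO wells and 100% = medium only without gametocytes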
Mcl1-Bid inh: Mcl-1/Bid binding inhibitors, primary screen, biochemical, TR-FRET, 1536-well. Induced myeloid leukemia cell differentiation protein Mcl-1 (Homo sapiens), Q07820. TR-FRET Mcl-1/Bid-Dy647 peptide binding. inhibition, % at 21.7 µM. 0.97% of 220,000 active. AID 1021, 2008;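 active = compounds that cut the binding signal by more than half at the single screening dose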;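 also: His-tagged Mcl-1 with europium anti-His antibody binding Bid BH3 peptide; 0% = Mcl-1 plus peptide wells and 100% = peptide-only wells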
Rac1 act GTP bind: GTP binding modulators of activated mutant Rac1, primary screen, biochemical, bead-based flow cytometry, multiplex, fluorescent GTP; Ras-related C3 botulinum toxin substrate 1 (Homo sapiens), P63000; GST-Rac1 activated beads; actives lie on both sides; 100% means binding = to untreated wells; percent activity (GTP binding), % at 10 µM; 0.11% of 190,000 active;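 active = GTP binding at least 20 percentage points away from the 100% baseline, in either direction, so actives lie on both sides; inconclusive = Compound likely fluorescent itself, or too few beads counted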
RGS8-Gao: RGS8-Galphao binding modulators, primary screen, biochemical, multiplexed bead flow cytometry | actives lie on both sides | Guanine nucleotide-binding protein G(o) subunit alpha (Homo sapiens), P09471 | response (percent of control binding), % at 10 µM | 0.34% of 220,000 active | AID 1423, 2008; in the data active = response below about 60% or above about 140%; inactive = in between;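 also: Galphao activated as the GDP aluminium fluoride complex binding bead-coupled RGS8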
Active calls of the source: *; u = inconclusive; x = not tested or not shown.

SMILES	HRas wt GTP bind	Rab2 wt GTP	Cdc42 wt	Rac1 wt modul	Mcl1-Noxa inh	Rab7 wt GTP bind	Mcl-1 Bim block	Pf gametocyte	Mcl1-Bid inh	Rac1 act GTP bind	RGS8-Gao
Cc1ccccc1NC(=S)NC(NC(=O)c1ccco1)C(Cl)(Cl)Cl (stereo not given)	99	97	99	103	14	100	-6	-24	-43	98	97
O=C(Nc1cc([N+](=O)[O-])ccc1F)c1cccs1	101	104	98	105	-16	104	-5	x	-38	102	100
O=C(CN(CC1CCCO1)C(=O)CCC(=O)Nc1ccccn1)NCc1ccccc1 (stereo not given)	101	100	100	107	12	97	-3	x	-5	102	104
O=C(COC(=O)COc1cccc2ccccc12)NCC(F)(F)F	97	94	93	98	-7	94	4	x	-3	94	96
CN(C)c1cccc(C(=O)N2CCCC(C(=O)c3cc(F)ccc3F)C2)c1 (stereo not given)	99	99	99	101	8	102	-1	x	-52	93	106
Cc1cccc(NC(=O)C2CCN(S(=O)(=O)c3cccc4cccnc34)CC2)c1	102	101	104	106	-1	105	1	x	-13	99	107
COc1ccc(-c2noc(CN(C(=O)c3ccc(OC(C)=O)cc3)C(C)C)n2)cc1OC	93	95	91	91	-26	97	2	x	-3	93	91
O=C(COC(=O)/C=C/c1ccc(S(=O)(=O)N2CCOCC2)cc1)NCc1ccc(Cl)cc1	102	101	100	102	-1	105	0	x	-21	95	102
CC(=O)N1CCc2cc(Br)cc(S(=O)(=O)NCCN3CCCCC3C)c21 (stereo not given)	100	100	104	109	20	96	-11	12	-4	101	101
CCCCN(C(=O)/C=C/c1ccco1)c1c(N)n(CC(C)C)c(=O)[nH]c1=O	99	101	104	101	-2	98	-6	10	-10	99	101
COc1ccc(C(=O)N/C(=C\c2cc(OC)c(OC)cc2[N+](=O)[O-])C(=O)NCCO)cc1	97	98	93	96	-25	101	-3	17	-45	96	108
Cc1noc(C)c1S(=O)(=O)N1CCCC(C(=O)Nc2cccnc2)C1 (stereo not given)	101	100	103	110	-6	104	-4	14	-17	99	99
O=C(O/N=C1\CCCc2ccccc21)C1CC1	102	105	110	112	8	104	-2	10	-1	107	102
O=[N+]([O-])c1cc2c(cc1/C=N/n1cnnc1)OCO2	98	99	102	100	10	99	-4	x	-29	97	91
C=CCN(CC=C)CC(O)CN(c1cc([N+](=O)[O-])ccc1OC)S(=O)(=O)c1ccccc1 (stereo not given)	101	102	102	106	22	100	-3	0	-1	101	101
CCOc1ccc(NC(=S)N(CCN2CCOCC2)Cc2cc3cc4c(cc3[nH]c2=O)OCCO4)cc1	98	95	98	98	16	95	1	-3	-40	96	100
CC(=O)OCC(=O)[C@H]1CC[C@H]2[C@@H]3CCC4=CC(=O)CC[C@]4(C)[C@H]3CC[C@]12C	100	101	101	101	24	99	-1	x	6	99	103
O=C(Nc1ccccc1C(F)(F)F)c1cc(S(=O)(=O)N2CCOCC2)ccc1F	99	99	102	105	2	97	-2	-38	-11	102	105
CC(C)(C)c1ccc(-c2nnc3sc(-c4ccncc4)nn23)cc1	101	99	100	103	9	97	-3	x	10	98	97
Cc1ccc(CN2CCN(Cc3cn[nH]c3-c3cccc(F)c3)CC2CCO)o1 (stereo not given)	96	98	96	97	4	105	0	3	-40	93	102
CCCN(CC1COc2ccccc2O1)C(=S)Nc1ccc(C)cc1 (stereo not given)	99	97	100	101	-4	98	-5	5	-98	99	102
O=C(C1CCC(C(=O)N2CCCCC2)CC1)N1CCCCC1 (stereo not given)	98	96	95	97	13	98	-4	-17	-5	94	102
N#Cc1nc(-c2ccc(F)cc2)oc1NCc1cccc2c1OCO2	97	97	98	98	-11	97	-1	x	-28	97	100
O=C(Nc1ccccc1)c1cccc(N2CCCC2=O)c1	94	97	95	95	5	100	9	x	-5	99	113
CCOc1ccc(CN2CCN(Cc3cccn3-c3ncccn3)CC2CCO)cc1 (stereo not given)	99	100	98	98	-16	102	-2	1	-32	96	98
CCCC(=O)n1nc(-c2cccnc2)nc1NCc1cccs1	97	98	97	98	8	101	0	-5	-33	95	99
O=C(Cn1nnc2ccccc21)c1cccc([N+](=O)[O-])c1	u	u	u	u	-1	u	0	-11	-18	u	103
COc1ccc(CCCC(=O)Nc2ccccc2F)cc1	99	98	98	99	14	93	-6	13	-2	99	100
COCCNC(=O)CSC1=N/C(=C/c2ccc(Cl)c(Cl)c2)C(=O)N1c1ccccc1F	95	97	96	99	2	101	22	x	-16	97	98
Cc1ccc(S(=O)(=O)CCC(=O)NCc2ccc(Cl)cc2)cc1	99	100	99	105	3	101	-4	7	-17	98	101
CCCCc1ccc(-c2ccc(Br)cc2O)nc1	107	103	102	109	-3	105	-1	-13	-16	100	100
N#CC(C(=O)OC1CCCCC1)c1nc2ccccc2nc1N1CCOCC1 (stereo not given)	100	97	97	106	4	99	3	4	-15	98	96
O=C(c1ccco1)N1CCN(C(=O)C2CC(c3ccc(Cl)cc3)=NO2)CC1 (stereo not given)	98	96	99	98	18	94	0	-2	5	97	107
c1ccc(Cn2c(Nn3cnnc3)nc3ccccc32)cc1	101	102	104	107	25	100	-2	x	18	100	105
Cc1cc(C)c(C(=O)Nc2ccc(Br)c(C(F)(F)F)c2)c(C)c1	100	100	99	105	-8	100	-7	x	-21	100	100
Cc1cccnc1NC1CCCCC1	98	99	100	101	0	93	3	x	-2	99	128
Cn1c(=O)n(C)c2cc(S(=O)(=O)N3CCOCC3)ccc21	102	102	103	110	-10	103	-8	x	1	99	100
CCOC(=O)c1c(C)c2c(n1C)CCC/C2=N\O	100	98	102	101	-2	100	-1	-4	-28	99	98
CCN1CCCC1CN(Cc1cc2cc(C)ccc2[nH]c1=O)C(=O)Nc1ccccc1OC (stereo not given)	106	105	106	103	-7	100	-1	x	-3	100	106
NC(=O)c1ccccc1NS(=O)(=O)c1ccc(F)cc1	100	98	96	102	8	97	-3	x	13	97	103
CN(N)C(=S)Nc1ccc(F)cc1	98	99	102	96	9	103	0	-2	-18	95	101
C=CCNC(=O)C1CC(=O)N(c2ccc(OCC(=O)NCc3ccccc3)cc2)C1 (stereo not given)	100	100	99	105	-9	100	2	-19	-25	98	100
COc1cccc(-c2nnc(SCC(=O)N3CCOCC3)o2)c1	100	102	104	106	-4	101	-4	x	-10	99	103
CC1(C(=O)O)C=CC2(CCCCC2)N1C(=O)c1ccccc1 (stereo not given)	104	102	108	107	17	101	1	0	6	102	96
CC(C)C(=O)NC(=S)/C=C1/N(C)c2ccccc2C1(C)C	95	99	96	94	18	105	-1	3	-23	94	102
COc1ccc(N2CCN(c3ncnc4c3nnn4Cc3ccccc3Cl)CC2)cc1	99	100	96	103	27	96	-13	x	-19	96	106
O=C(O)c1cc(-c2ccc(O)cc2)on1	96	95	94	93	21	94	0	x	-39	93	93
COc1cccc(OC)c1C(=O)N1CCOCC1	102	102	103	104	32	99	0	-28	-13	99	99
CCOc1ccc(C(=O)Nc2ccc(N3CCN(C)CC3)cc2)cc1[N+](=O)[O-]	103	103	101	99	3	105	-3	x	-51	96	103
O/N=C/c1nc2cc(Cl)ccc2o1	92	93	93	91	-1	102	0	-8	11	94	102
Cc1cc(C)n(-c2ccc(Cl)c(C(=O)O)c2)n1	100	98	97	101	15	103	0	7	13	97	96
COc1cc(Nc2cc(C)nc3ncnn23)cc(OC)c1	104	101	101	104	-2	102	-1	x	-21	101	101
CCCCCCCOC(=O)c1nc(Cl)c(Cl)c(N)c1Cl	101	99	94	101	19	101	0	4	9	98	98
Cc1ccc(NC(=O)c2cc(N3C(=O)CCC3=O)ccc2N2CCCCC2)cc1	91	94	92	92	19	96	-1	-10	-7	94	96
CC(NC(=O)CNC(=O)OCc1ccccc1)C(=O)N1CC(O)CC1C(=O)OCc1ccccc1 (stereo not given)	99	98	99	99	15	99	0	-1	6	98	102
Cc1c(N)cccc1-n1cccc1	u	u	u	u	17	u	1	-19	-62	u	100
O=S(=O)(/N=C(/Nc1ccccc1)c1ccccc1O)c1ccccc1	97	96	96	100	6	92	-1	-11	-33	97	102
COc1cccc(C(=O)Nn2c(-c3cccs3)nc3ccccc3c2=O)c1OC	103	98	99	98	26	96	0	x	-6	101	102
COc1ccc(CN(Cc2ccco2)S(=O)(=O)c2ccc(S(=O)(=O)N3CCCC3)cc2)cc1	106	107	110	111	13	108	0	14	-6	103	100
COc1ccc(N2CCN(CC(O)COCCOc3ccc(Br)cc3)CC2)cc1 (stereo not given)	100	95	100	101	48	103	0	-35	-18	98	103

Following part.
SMILES	HRas wt GTP bind	Rab2 wt GTP	Cdc42 wt	Rac1 wt modul	Mcl1-Noxa inh	Rab7 wt GTP bind	Mcl-1 Bim block	Pf gametocyte	Mcl1-Bid inh	Rac1 act GTP bind	RGS8-Gao
Cc1ccc2c(c1)c1c3n2CCN(C(=O)C2CC2)C3CCC1 (stereo not given)	97	98	96	99	24	97	0	x	-20	97	98
CCOC(=O)N(C)c1ccc(C(O)(C(F)(F)F)C(F)(F)F)cc1	98	97	99	102	-45	99	2	27	-27	95	103
COCCNC(=O)c1sc2nc(-c3ccccc3)cn2c1C	105	105	106	104	10	97	-1	5	-13	101	105
O=C(c1ccc(-c2ccccc2)cc1)c1ccccc1C(=O)N1CCOCC1	99	100	102	100	-22	101	-3	-26	-4	97	99
Cc1cccc(-c2c3c(=O)n(C)c(=O)n(C)c3cn2C(C)C)c1	103	101	99	106	11	103	-6	x	-73	101	99
COc1cccc(NC(=S)NC(=O)c2c(Cl)c(C)nn2C)c1	98	98	102	101	14	96	-4	x	2	99	99
Cc1cc(OCCN2CCCC2)ccc1[N+](=O)[O-]	102	104	103	104	34	107	0	-11	31	101	108

Screens (PubChem)

The order is random; overall some 2.9% were active at least once.
